TcdB inh – TcdB glycohydrolase inhibitors, primary screen, biochemical, single point, plate reader. Toxin B (Clostridioides difficile), P18177. AID 652162, 2013. TcdB glycohydrolase enzymatic assay. 0.24% of 350,000 active. inhibition, % at 9.99 µM; in the data active = inhibition above about 10%
Numbers without * were called inactive; & = joins results of further samples. Only part of the results is shown, so the mix of outcomes need not match the whole.

mol,TcdB inh
COc1cccc(NC(=O)N[C@H]2C=C[C@H](CC(=O)N3CCOCC3)O[C@@H]2CO)c1,0.1
O=C(C[C@@H]1C=C[C@@H](NC(=O)CN2CCOCC2)[C@H](CO)O1)NCc1cccc(F)c1,-0.6
CN(C)C(=O)c1cccc(-c2cccc(-c3nc(C(=O)N4CCCCC4)cc4c3[C@@H](CCO)N([S@](=O)C(C)(C)C)C4)c2)c1,0.3
CC(C)C(C(=O)NCc1ccccc1)N1CCN(CCN2CCOCC2)CC1 (configuration not stated),0.6
CCCNC(=O)N[C@@H]1CC[C@H](CCn2cc(C3CCCCC3)nn2)O[C@@H]1CO,-3.3
Cc1ccc(-c2cnc3c(c2)C(=O)N([C@@H](C)CO)C[C@@H](C)[C@@H](CN(C)C(=O)Cc2ccccc2)O3)cc1,-1.1
O=C(c1ccccn1)N1C[C@@H]2[C@H](c3ccccc31)[C@H](CO)N2C(=O)Nc1ccccc1F,-1.1
CO[C@H]1CN(C)C(=O)c2cc(NC(=O)C3CC3)ccc2OC[C@H](C)N(C(C)=O)C[C@H]1C,1.7
C[C@H](NC(=O)C[C@@H]1C[C@@H]2c3cc(NS(C)(=O)=O)ccc3O[C@@H]2[C@H](CO)O1)c1ccccc1,0.1
C[C@@H]1CN([C@H](C)CO)C(=O)c2cccc(NS(=O)(=O)c3cccs3)c2O[C@H]1CN(C)CC1CC1,0.1

mol,TcdB inh
O=C(Nc1ccccc1)N[C@H]1CC[C@@H](CCn2cc(-c3ccccc3F)nn2)O[C@H]1CO,-0.8
C[C@@H]1CN([C@@H](C)CO)C(=O)Cc2cc(NC(=O)CCN3CCOCC3)ccc2O[C@@H]1CN(C)Cc1ccc2c(c1)OCO2,-0.3
C[C@@H]1CN([C@@H](C)CO)C(=O)c2cc(C#CCN(C)C)cnc2O[C@H]1CN(C)C(=O)c1ccc(F)cc1,-1.8
N#C[C@@H]1[C@H](c2ccc(-c3cccc(F)c3)cc2)[C@@H](CO)N1C(=O)CN1CCOCC1,-0.4
COc1ccc(N2c3ccccc3CN(Cc3ccccc3)[C@@H](C)[C@H]2Cc2c(C)cccc2C)cc1,0.6
CCCNC(=O)N1[C@@H]2c3ccc(-c4ccc(OC)cc4)c(=O)n3C[C@H]1[C@H](CO)[C@H]2C(=O)NC1CCC1,0.1
C[C@@H]1ON(C)[C@H]2C[C@H]3c4[nH]c5c(-c6ccc7c(c6)OCO7)cccc5c4CCN3C(=O)[C@@H]12,2.4
CCCNC(=O)C[C@@H]1CC[C@@H]2[C@H](COc3ccc(NC(=O)CC)cc3C(=O)N2C)O1,-1.4
C[C@@H]1CCCCO[C@@H](CN(C)C(=O)c2ccccc2)[C@@H](C)CN([C@H](C)CO)C(=O)c2cc(NC(=O)Cc3ccccc3)ccc2O1,1.0
C/C=C/c1cnc2c(c1)C(=O)N([C@H](C)CO)C[C@H](C)[C@H](CN(C)C(=O)Nc1ccc(C(F)(F)F)cc1)O2,2.6

mol,TcdB inh
C[C@@H]1CCCCO[C@@H](CN(C)C(=O)c2ccncc2)[C@@H](C)CN([C@@H](C)CO)C(=O)c2cc(NS(=O)(=O)c3ccc(F)cc3)ccc2O1,0.3
C[C@H]1CCCCO[C@@H](CN(C)C(=O)Nc2cccc3ccccc23)[C@@H](C)CN([C@@H](C)CO)C(=O)c2cc(NS(=O)(=O)c3ccccc3)ccc2O1,0.8
CCCCCCCCN1C(=O)[C@@H](CC(=O)N2CCCC2)C[C@@]2(C(=O)OC)C1=C[C@H](C1CCCC1)O[C@@H]2C,1.0
C[C@H]1CN([C@@H](C)CO)C(=O)Cc2cc(NS(=O)(=O)c3ccc(Cl)cc3)ccc2O[C@@H]1CN(C)C(=O)Nc1ccc(F)cc1,1.1
C[C@@H]1CN([C@@H](C)CO)C(=O)Cc2cc(NS(=O)(=O)c3ccc(Cl)cc3)ccc2O[C@@H]1CN(C)C(=O)Nc1ccc(C(F)(F)F)cc1,0.5
C[C@@H]1CN([C@H](C)CO)S(=O)(=O)c2ccc(C#CC3(O)CCCC3)cc2O[C@@H]1CN(C)C(=O)c1ccncc1,0.9
Cc1noc(C)c1NC(=O)N[C@H]1CC[C@H](CCNC(=O)C2CC2)O[C@@H]1CO,-0.9
CCC(=O)Nc1ccc2c(c1)C(=O)N(C)[C@@H]1CC[C@H](CC(=O)NCc3ccccc3Cl)O[C@H]1CO2,0.1
CCCNC(=O)N1C[C@H]2[C@@H](c3ccccc31)[C@@H](CO)N2Cc1cccc(OC)c1,-1.0
C[C@@H]1CCCCO[C@H](CN(C)C(=O)CCCN(C)C)[C@H](C)CN([C@H](C)CO)C(=O)c2cc(NC(=O)c3ccccc3)ccc2O1,0.7

mol,TcdB inh
O=C(C[C@@H]1C[C@@H]2c3cc(NC(=O)Nc4ccccc4F)ccc3O[C@@H]2[C@H](CO)O1)NC1CCCCC1,-0.8
CO[C@H]1CN(C)C(=O)c2cc(NS(=O)(=O)CC(F)(F)F)ccc2OC[C@H](C)NC[C@H]1C,-0.2
CCC(=O)N1C[C@H](C)[C@H](OC)CN(C)C(=O)c2cc(NC(=O)C3CCOCC3)ccc2OC[C@H]1C,0.1
COc1ccccc1CNC(=O)C[C@H]1C[C@@H]2c3cc(NC(=O)CN(C)C)ccc3O[C@@H]2[C@H](CO)O1,0.1
COc1ccc(S(=O)(=O)N(C)C[C@@H]2Oc3c(NS(=O)(=O)c4ccc(C)cc4)cccc3C(=O)N([C@@H](C)CO)C[C@@H]2C)cc1,-2.0
Cc1ccccc1S(=O)(=O)N1C[C@H](O)COC[C@@H]2O[C@@H](CC(=O)N3CCCCC3)CC[C@H]21,1.5
NCC[C@H]1CC[C@@H](NC(=O)Cc2ccncc2)[C@H](CO)O1,0.4
C[C@H]1CN([C@@H](C)CO)C(=O)c2c(c3ccccc3n2C)-c2ccccc2CO[C@H]1CN(C)Cc1ccc(O)cc1,-2.8
O=C(CC1CCCC1)N[C@H](C(=O)N1CCC[C@H]1C(=O)NCCc1ccccc1Cl)c1ccccc1,0.2
OC[C@@H]1[C@@H](c2ccc(-c3ccc(F)cc3)cc2)[C@@H]2CN(Cc3ccccn3)CCCCN12,0.7

mol,TcdB inh
CN1C(=O)c2cc(NC(=O)C3CC3)ccc2OC[C@H]2O[C@H](CC(=O)NCC3CCCCC3)CC[C@@H]21,0.2
COc1ccc(NC(=O)N(C)C[C@@H]2Oc3ccc(NS(=O)(=O)c4ccc(OC)cc4)cc3C(=O)N([C@@H](C)CO)C[C@H]2C)cc1,-0.4
C=CCN1C(=O)N[C@@H]2c3ccccc3O[C@@]1(COCc1ccc(OC)cc1)[C@@H]2CO,-1.3
C[C@@H]1CN([C@H](C)CO)C(=O)c2c(c3ccccc3n2C)-c2ccccc2CO[C@H]1CN(C)S(=O)(=O)c1ccc(F)cc1,1.5
N#C[C@@H]1[C@H](c2ccccc2C2=CCCCC2)[C@H](CO)N1C(=O)NC1CCCC1,-1.7
Cc1noc(C)c1S(=O)(=O)Nc1ccc2c(c1)C(=O)N([C@@H](C)CO)C[C@H](C)[C@H](CN(C)Cc1ccc(-c3ccccc3)cc1)O2,1.3
O=C(C[C@@H]1CC[C@H](NC(=O)C2CCOCC2)[C@@H](CO)O1)Nc1ccc(-c2ccccc2)cc1,-0.4
CN(C)CC(=O)N1[C@H](CO)[C@@H](c2ccccc2)C12CN(C(=O)c1ccc(F)cc1)C2,-3.9
O=C(C[C@@H]1C[C@H]2c3cc(NS(=O)(=O)c4ccc(F)cc4)ccc3O[C@H]2[C@@H](CO)O1)NCc1ccccc1F,-0.6
CC(C)CC#Cc1ccc2c(c1)O[C@H](CN(C)C(=O)NC1CCCC1)[C@H](C)CN([C@@H](C)CO)S2(=O)=O,1.1

mol,TcdB inh
COCC#Cc1ccc([C@H]2[C@H](CO)N3C(=O)CN(C(=O)CN4CCOCC4)C[C@@H]23)cc1,-1.7
CCS(=O)(=O)NCC[C@H]1CC[C@H](NC(=O)C2CC2)[C@@H](CO)O1,-0.6
N#C[C@@H]1[C@H](c2ccccc2C2=CCCCC2)[C@@H](CO)N1C(=O)C1CCOCC1,1.2
COCCNC(=O)C[C@@H]1CC[C@H]2[C@@H](COc3ccc(NC(=O)c4cnccn4)cc3C(=O)N2C)O1,0.6
COc1ccc(CN(C)C[C@@H]2OCCCC[C@@H](C)Oc3ccc(NC(=O)Nc4ccc(C(F)(F)F)cc4)cc3C(=O)N([C@H](C)CO)C[C@@H]2C)cc1,-0.2
COc1ccc(C(=O)NCCNc2nc3cc(C)cc(C)c3cc2C#N)c(OC)c1,-0.2
COCC(=O)Nc1ccc2c(c1)C(=O)N(C)[C@@H]1CC[C@H](CC(=O)NCCCN(C)C)O[C@H]1CO2,-3.0
O=C(NCC[C@@H]1CC[C@H](NS(=O)(=O)Cc2ccccc2)[C@H](CO)O1)C1CCCC1,0.1
O=C(C1CC1)N1CC(=O)N2[C@H](CO)[C@@H](c3ccc(-c4ccccc4F)cc3)[C@@H]2C1,0.9
COc1cccc(NC(=O)N[C@H]2C=C[C@H](CC(=O)NCc3ccncn3)O[C@@H]2CO)c1,-2.9

Rewritten with each value named: part of the list above
> N#C[C@@H]1[C@H](c2ccccc2C2=CCCCC2)[C@@H](CO)N1C(=O)C1CCOCC1
  TcdB inh = 1.2
> COCCNC(=O)C[C@@H]1CC[C@H]2[C@@H](COc3ccc(NC(=O)c4cnccn4)cc3C(=O)N2C)O1
  TcdB inh = 0.6
> COc1ccc(CN(C)C[C@@H]2OCCCC[C@@H](C)Oc3ccc(NC(=O)Nc4ccc(C(F)(F)F)cc4)cc3C(=O)N([C@H](C)CO)C[C@@H]2C)cc1
  TcdB inh = -0.2
> COc1ccc(C(=O)NCCNc2nc3cc(C)cc(C)c3cc2C#N)c(OC)c1
  TcdB inh = -0.2

(listing goes on)
mol,TcdB inh
C[C@@H](NC(=O)C[C@H]1C[C@@H]2c3cc(NC(=O)CC4CC4)ccc3O[C@@H]2[C@H](CO)O1)c1ccccc1,0.2
C/C=C/c1ccc2c(c1)O[C@H](CN(C)C(=O)c1cccnc1)[C@@H](C)CN([C@@H](C)CO)S2(=O)=O,-0.6
COc1ccc(NC(=O)N(C)C[C@H]2Oc3ccc(NC(=O)Cn4cnnn4)cc3CC(=O)N([C@@H](C)CO)C[C@@H]2C)cc1,0.3
C[C@H]1CN([C@@H](C)CO)C(=O)c2cccc(NC(=O)Nc3ccccc3)c2O[C@@H]1CN(C)C(=O)Nc1ccc2c(c1)OCO2,0.8
CC(C)NC(=O)Nc1ccc2c(c1)CC(=O)N([C@@H](C)CO)C[C@@H](C)[C@@H](CN(C)Cc1ccc(Cl)c(Cl)c1)O2,-0.4
CO[C@H]1CN(C)C(=O)c2ccc(NS(C)(=O)=O)cc2OC[C@@H](C)N(CCC(F)(F)F)C[C@@H]1C,-0.6
C[C@@H]1CN([C@@H](C)CO)S(=O)(=O)c2ccc(-c3ccccc3F)cc2O[C@@H]1CN(C)Cc1cccnc1,-2.5
CN(C)C(=O)c1cccc(-c2ccc(C3[C@@H]4CN(Cc5cncnc5)C[C@H]3N4)cc2)c1 (some centres not stated),-1.6&-1.5
C[C@@H]1CCCCO[C@@H](CN(C)C(=O)CCCN(C)C)[C@@H](C)CN([C@H](C)CO)C(=O)c2cc(NC(=O)Nc3ccccc3)ccc2O1,-1.3
CCCc1cn(CC[C@H]2CC[C@@H](NC(=O)C3CC3)[C@@H](CO)O2)nn1,1.3

Two of the compounds above, with each value named:
> C/C=C/c1ccc2c(c1)O[C@H](CN(C)C(=O)c1cccnc1)[C@@H](C)CN([C@@H](C)CO)S2(=O)=O
  TcdB inh = -0.6
> COc1ccc(NC(=O)N(C)C[C@H]2Oc3ccc(NC(=O)Cn4cnnn4)cc3CC(=O)N([C@@H](C)CO)C[C@@H]2C)cc1
  TcdB inh = 0.3

Remaining list, next part.
mol,TcdB inh
CO[C@H]1CN(C)C(=O)c2cc(NC(=O)Cc3ccccc3)ccc2OC[C@H](C)N(C(=O)c2ccccc2F)C[C@H]1C,0.3
COC(=O)C[C@H]1CC[C@H](NC(=O)c2ccccc2)[C@@H](CO)O1,1.3
C[C@@H]1CCCCO[C@H](CN(C)S(=O)(=O)c2cn(C)cn2)[C@@H](C)CN([C@H](C)CO)C(=O)c2cc(NS(C)(=O)=O)ccc2O1,-1.2
CC(=O)n1cc([C@@H]2C=C(C(=O)N3CCN(Cc4ccccc4)CC3)O[C@H](OCCCCO)C2)c2ccccc21,0.0
O=C(C[C@@H]1C=C[C@@H](NC(=O)Nc2ccccc2F)[C@@H](CO)O1)NCc1ccc(Cl)cc1,1.1
COc1ccccc1CNC(=O)C[C@H]1CC[C@@H]2[C@H](COC[C@@H](O)CN2C(=O)Nc2ccc(Cl)cc2)O1,2.1
COCc1cn(CC[C@@H]2CC[C@@H](NC(=O)c3ccncc3)[C@H](CO)O2)nn1,0.0
O=C(Nc1ccc(F)cc1)N[C@H]1CC[C@H](CCNS(=O)(=O)c2cccc(Cl)c2)O[C@@H]1CO,-0.2&0.5
COc1ccc(S(=O)(=O)Nc2ccc3c(c2)C(=O)N([C@H](C)CO)C[C@@H](C)[C@@H](CN(C)S(C)(=O)=O)O3)cc1,-2.3
C[C@H](CO)N1C[C@H](C)[C@@H](CN(C)S(=O)(=O)c2ccccc2)Oc2ccc(NC(=O)CCCCCC(=O)Nc3ccccc3N)cc2C1=O,-1.8
COc1ccccc1-c1ccc2c(c1)O[C@@H](CN(C)S(=O)(=O)c1ccccc1)[C@@H](C)CN([C@H](C)CO)S2(=O)=O,-0.9
CO[C@@H]1CN(C)C(=O)c2ccc(NC(=O)CN(C)C)cc2OC[C@@H](C)N(C(=O)C2CCOCC2)C[C@H]1C,-2.1
C[C@H]1CN([C@@H](C)CO)C(=O)Cc2cc(NS(=O)(=O)c3ccc(F)cc3)ccc2O[C@H]1CN(C)Cc1ccncc1,-0.5

Assay outcomes: PubChem BioAssay, Broad Institute
